# miR122 inh = miR-122 Renilla sensor signal increase in Huh7, primary screen, miR-122 inhibitor project, cell-based, single point, plate reader; AID 602342, 2012; Huh7 miR-122 Renilla luciferase sensor, 48 h; neutral wells = 0, positive control = 100; 340,000 tested, 0.3% active; activation (reporter increase), % at 12.5 µM;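 active = mean replicate activation score at least 90 and every replicate individually at or above 90; inconclusive = only one of the two criteria met; inactive = neither criterion met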;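 also: higher luciferase means less miR-122 activity so hits act as miR-122 inhibitors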
# FN deposit inh = inhibitors of fibronectin matrix deposition, primary screen, AH1F cells, Alexa488-fibronectin fluorescence, plate reader | 350,000 tested, 0.086% active | inhibition, % at 12.6 µM | AH1F fibroblasts, overnight;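 active = mean inhibition across replicates of 30% or more, regardless of how many single replicates reach that level; inconclusive = mean under 30% yet at least half of replicates reach 30%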;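 also: positive control wells lacked labelled fibronectin entirely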
#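 Assay system: AH1F fibroblasts / Quantity: 10000 cells per well / Medium: DMEM plus 2% serum, read in PBS / Reagent: labelled fibronectin 24 nM / Dosing: single dose, pinned / Times: 1 h cell attachment, overnight exposure to compound and label / Signal: fluorescence, ex 485 nm, em 525 nm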
# GSIS activator = GLuc luminescence reporter in INS-1E cells, primary screen for activators of glucose-dependent secretion of insulin; 370,000 tested, 0.61% active; AID 743287, 2014; INS-1E GLuc reporter insulin secretion, 2-3 h; activation, % at 16.6 µM;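 active = lowest replicate activation of at least 40%, so every replicate reaches that level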;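 also: 0% = median of neutral control wells and 100% = median of IBMX positive control wells; some compounds called inactive have numbers as strong as hits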
# PAX8 inh HTS = inhibitors of PAX8-driven TPO luciferase reporter, primary screen, RMG-I cells, single concentration. SteadyGlo, 24 h. inhibition, % at 12.6 µM. 360,000 tested, 1.2% active. AID 652154, 2013;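 active = mean replicate inhibition at least 60% with every replicate also reaching 60%; inconclusive = only one of the two criteria is met; inactive = mean below 60% and not all replicates reaching 60%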;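 also: luciferase light reporting Pax8 driven TPO promoter activity; plate controls were median of neutral control wells for no effect and mitoxantrone controls for full effect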
# DENV2 CPE rescue = inhibitors of DENV2 cytopathic effect, primary screen, cell-based, plate reader, single concentration | CPE inhibition, % at 9.99 µM | DENV2-infected cells, cytopathic effect rescue | AID 651640, 2012 | 350,000 tested, 1.7% active; in the data active = CPE inhibition above about 20%, passing the limit was not always enough; inconclusive = no clear call, values can overlap the other calls; tested in BHK-21 cells;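 also: 0% = median of neutral control wells and 100% = median of positive control wells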
# EWS-Fli inh = EWS/Fli-driven NR0B1 reporter inhibitors, primary screen, A673 cells, NR0B1 luciferase, luminescence, MLPCN library | viability-normalised | inhibition, % at 12.6 µM | 350,000 tested, 0.67% active | AID 651661, 2012;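 active = mean inhibition of at least 50% after viability correction, with every replicate also passing that limit; inconclusive = mean reaches 50% but only one of two replicates passes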;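 also: firefly luciferase signal divided by Alamar Blue viability fluorescence both relative to DMSO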
# F508del corr = F508del CFTR correction, initial screen, CFBE line, single point; activity (quench increase), % at 7.58 µM; 350,000 tested, 0.36% active; CFBE cells, YFP halide quenching; stimulated with forskolin plus potentiator P3; % fluorescence drop versus neutral controls; AID 720511, 2013;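 active = mean added fluorescence quench of at least 8% versus neutral control, with both replicates also reaching 8%; inconclusive = only one of the mean or replicate conditions met; inactive = mean below 8% and not both replicates reaching 8%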;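 also: cells transiently co-express mutant CFTR-F508del with the halide-sensitive YFP; corrector assay measuring rescue of mutant channel to the surface after 24 h compound exposure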
# Numbers without * were called inactive; ? = inconclusive; · = no result given; & = joins results of further samples; [ ] = another dose, or the depositor's remark.
compound,PAX8 inh HTS,GSIS activator,EWS-Fli inh,FN deposit inh,DENV2 CPE rescue,F508del corr,miR122 inh
C=CCN(c1ccccc1)S(=O)(=O)c1cccc(C(=O)NCc2ccncc2)c1,3,-23,12,0,14,2.4,·
CCC(=O)NC(c1ccc(C)cc1)c1cc([N+](=O)[O-])c2cccnc2c1O (stereo not drawn),12,-8,·,0,·,·,-12
Cc1cc(C)cc(NC(=S)N(CCN(C)C)C(C)c2cccnc2)c1 (stereo not drawn),-22,9,2,-4,5,1.0,·
OC(c1ccc2c(c1)OCO2)c1ncc(-c2ccc(Cl)cc2)[nH]1 (stereo not drawn),-10,-23,-12,-2,7,-0.9,-2
C[C@@H]1CCCCO[C@H](CN(C)Cc2ccc(C(=O)O)cc2)[C@@H](C)CN([C@H](C)CO)C(=O)c2cc(N(C)C)ccc2O1,2&-18&2,-2&4,-1&-3,12&-14,?,-4.2&-0.1&-1.1,-7
CC(=O)c1sc(-c2ccccc2)nc1C,-22,19,-9,-2,3,2.2,·
OC1CCN(Cc2ccc(OCc3ccccc3)cc2)CC1,-88,0,-86,4,1,2.9,-1
CC(=O)Nc1sc(C)c(C)c1C(=O)OCC(=O)N(C)C1CCS(=O)(=O)C1 (stereo not drawn),0,4,·,0,·,·,·
C[C@@H]1CN([C@H](C)CO)C(=O)c2cc(NC(=O)CCN3CCOCC3)ccc2O[C@@H]1CN(C)S(C)(=O)=O,1,-6,-2,·,7,-2.5,1[16.7 µM]
C[C@@H]1CN([C@@H](C)CO)C(=O)c2cc(NS(=O)(=O)c3ccccc3)ccc2O[C@@H]1CN(C)S(=O)(=O)c1ccccc1,-2,5,-4,·,3,0.1,17[16.7 µM]
N#Cc1cccc(-c2ccc3c(c2)[C@@H]2[C@@H](CCN2C(=O)CN2CCOCC2)[C@@H](CO)N3)c1,-77,1,-64,-7,·,-1.4,-7[16.7 µM]
Cc1ccc(S(=O)(=O)N(C)C[C@@H]2Oc3ccc(NC(=O)Nc4ccc(F)cc4)cc3C(=O)N([C@@H](C)CO)C[C@H]2C)cc1,-9,2,-1,·,-7,-2.4,-5[16.7 µM]
Cc1cc(C)n(CCNC(=O)c2cc(COc3ccc(F)cc3Cl)on2)n1,3,-8,-6,-4,5,-0.4,·
Cc1sc2ncn(CC(=O)N3CCOCC3)c(=O)c2c1-c1ccccc1,-13,7,4,-10,7,1.5,-4
COc1cccc(/C=N/n2c(-c3cc(C)[nH]n3)n[nH]c2=S)c1O,1,12,1,1,?,-1.5,-1
O=C1C(Cl)=C(N2CCN(c3ccccc3[N+](=O)[O-])CC2)C(=O)c2ccccc21,18,-14,?,4,-10,·,7
C[C@H](CO)N1C[C@H](C)[C@@H](CN(C)C(=O)Nc2ccc(C(F)(F)F)cc2)OCc2cnnn2CCCC1=O,10,-2,5,6,6,-1.9,6[16.7 µM]
CC(C)c1ccc([N+](=O)[O-])cc1S(=O)(=O)N1CCN(C)CC1,25,-9,8,0,6,0.2,2
CCN(CC)c1ccc2cc(S(=O)(=O)c3ccc(C)cc3)c(=O)oc2c1,2,-4,·,1,·,·,·
CN(C)C(=O)c1cccc(-c2ccc(C3[C@@H]4CN(S(=O)(=O)c5ccccc5F)C[C@H]3N4)cc2)c1 (stereo partly drawn),-1&10,-12&5,15&11,-2&-3,-1&6,0.4&2.0,·

# (list continues)
compound,PAX8 inh HTS,GSIS activator,EWS-Fli inh,FN deposit inh,DENV2 CPE rescue,F508del corr,miR122 inh
COc1ccccc1N1CCN(C(=S)NC(=O)c2ccc([N+](=O)[O-])cc2)CC1,19,3,16,-2,-4,-1.0,-1
CSCCC(NS(=O)(=O)c1ccccc1F)C(=O)NCCCn1nc(C)cc1C (stereo not drawn),1,25,1,-3,2,-0.4,6
CSc1cccc(NC(=O)N2CCN(C)CC2)c1,2,-7,-24,7,5,0.3,-3
N=c1oc2ccc(Br)cc2cc1C(=O)NC1CCCCCC1,-1,-9,·,-2,0,-1.6,·
CCOc1ccc(Nc2ccc([N+](=O)[O-])c3nonc23)cc1,-59,-66,-174,7,-7,-1.9,·
COC(=O)c1c(-c2ccccc2)csc1NC(=O)C1CC=CCC1C(=O)O (stereo not drawn),-4,-5,-4,-11,1,2.0,4
CN(C)CCCNC(=S)N(CCCO)Cc1cc2cc3c(cc2[nH]c1=O)OCO3,10,11,5,-4,-5,0.7,2
CC1=CC(C)(C)N(C(=O)CNC2CCCC2)c2cc(C)ccc21,4,7,7,-3,1,-1.2,·
COc1cccc(NC(=O)CSc2nc(=O)n(Cc3ccncc3)c3c2CCCC3)c1,12,1,3,1,-4,-4.2,-4
CC(=O)N(C)C[C@H]1Oc2ncc(C#Cc3ccccn3)cc2C(=O)N([C@H](C)CO)C[C@@H]1C,·,9,2,·,-7,0.1,0[16.7 µM]
COc1ccccc1C#Cc1ccc([C@H]2[C@H]3CN(CCC(F)(F)F)CCCCN3[C@H]2CO)cc1,0,-9,4,·,-8,-3.5,2[16.7 µM]
COCc1ccc(CN2CCCC(CO)(Cc3ccccc3C)C2)o1 (stereo not drawn),-10,15,6,-1,8,-1.1,·
COc1cc(/C=C/C(=O)OCC(=O)NCc2ccc(F)cc2)ccc1O,9,·,5,10,-4,1.0,·
O=C(NCc1ccco1)c1c2c(nc3ccccc13)CCC2,-5,·,·,-5,·,·,-3
CSc1ccc(S(=O)(=O)NC2CC3CCC2C3)cc1 (stereo not drawn),28,-7,-94,3,37*,1.2,104*
CC(=O)Nc1ccc(S(=O)(=O)NC2(C(F)(F)F)NC(=O)N(CC(C)C)C2=O)cc1 (stereo not drawn),5,0,-4,0,11,-2.0,·
CCOC(=O)c1[nH]ncc1CN1CCCC(C(=O)c2cccc3ccccc23)C1 (stereo not drawn),28,-8,9,5,-5,2.4,·
COCCN(CCOC)C(=O)CN1C(=O)NC2(CCCc3sccc32)C1=O (stereo not drawn),20,1,4,1,-1,0.6,·
O=C(CCC(=O)N(CC(=O)NC1CCCCC1)c1ccccc1F)Nc1nccs1,2,22,-11,3,8,0.0,·
CC(C)NC(=O)Nc1ccc2c(c1)C(=O)N([C@@H](C)CO)C[C@H](C)[C@@H](CN(C)C(=O)c1ccccc1)OCCCC[C@H](C)O2,-12,3,0,·,-3,1.5,20[16.7 µM]

# Fetched by structure from the list above:
compound,PAX8 inh HTS,GSIS activator,EWS-Fli inh,FN deposit inh,DENV2 CPE rescue,F508del corr,miR122 inh
CC(C)NC(=O)Nc1ccc2c(c1)C(=O)N([C@@H](C)CO)C[C@H](C)[C@@H](CN(C)C(=O)c1ccccc1)OCCCC[C@H](C)O2,-12,3,0,·,-3,1.5,20[16.7 µM]
CCOc1ccc(Nc2ccc([N+](=O)[O-])c3nonc23)cc1,-59,-66,-174,7,-7,-1.9,·

# (further entries)
compound,PAX8 inh HTS,GSIS activator,EWS-Fli inh,FN deposit inh,DENV2 CPE rescue,F508del corr,miR122 inh
COc1cc(-c2nc3c[n+](CC(=O)c4ccccc4)ccc3n2C)cc(OC)c1OC,15,46,·,1,·,·,·
COc1ccc(CN(C)C[C@@H]2Oc3c(NS(=O)(=O)c4ccc(F)cc4)cccc3C(=O)N([C@H](C)CO)C[C@@H]2C)cc1,-7,27,2,·,-3,0.3,3[16.7 µM]
CCCc1cc(=O)[nH]c(SCC(=O)Nc2sc3c(c2C#N)CCCC3)n1,-12,-19,3,4,2,-1.5,-2
O=C(Nc1cccc(S(=O)(=O)N2CCOCC2)c1)c1cc([N+](=O)[O-])ccc1N1CCOCC1,12,4,-3,-6,1,2.1,·
O=C(O)CCCN1C(=O)/C(=C\c2ccccc2OCc2ccccc2)SC1=S,-10,1,-4,0,-6,1.6,1
CC(C)NC(=O)N(C)C[C@@H]1Oc2cc(C#C[C@H](C)O)ccc2S(=O)(=O)N([C@@H](C)CO)C[C@@H]1C,-10,5,-5,9,2,2.7,24[16.7 µM]
CCCCN(C(=O)C1CC(=O)N(c2ccc3c(c2)OCCO3)C1)c1c(N)n(CC(C)C)c(=O)[nH]c1=O (stereo not drawn),-16,7,-5,4,-1,2.7,-7
O=C(COc1ccccc1-c1ccccc1)NNC(=O)NC1CCCCC1,-14,-28,-7,4,6,-0.8,·
Cc1[nH]c(C)c(S(=O)(=O)NCc2ccc(N(C)C)cc2)c1C(=O)N1CCCC1,-4,5,·,12,-4,0.4,2
COc1ccccc1OCCCC(=O)NC(C)c1ccccc1 (stereo not drawn),-5,-11,7,-7,·,1.8,·
COc1ccc(CNC(=O)C(C)N(Cc2ccccc2OC)C(=O)c2snc(C(N)=O)c2N)cc1 (stereo not drawn),-1,-3,2,-4,-9,-1.3,·
Fc1ccc(Nc2nc3ccccc3s2)cc1,-169,-2,-98,3,4,1.1,-7
COc1ccc(CNS(=O)(=O)c2ccc3c(c2)N(C(C)=O)CC(C)S3)cc1 (stereo not drawn),9,0,·,-3,-2,3.5,4
O=C1c2ccccc2C(=O)N1c1ncn[nH]1,9,-9,-1,-1,6,-4.0,6
CN(C)c1cccc(C(=O)OCC(=O)NC2CCCC2)c1,0,3,-14,3,0,4.5,4
CCOC(=O)c1c(C)[nH]c(C(=O)COC(=O)COc2ccc(OC)cc2)c1C,0,3,2,-1,-10,-0.8,·
C[C@H](CO)N1C[C@H](C)[C@H](CN(C)C(=O)Nc2ccc3c(c2)OCO3)Oc2ccc(NS(=O)(=O)c3ccccc3)cc2CC1=O,-18,-4,-13,·,·,0.2,9[16.7 µM]
COC(=O)c1cc(S(=O)(=O)Nc2c(C)cccc2C)cn1C,2,13,-14,-1,-11,-4.1,-5
O=C(CNC(=O)c1ccccc1)N/N=C/c1cc(Br)ccc1O,52,-4,3,8,·,1.0,-6
Cc1ccc(OCC(=O)N/N=C/c2cccnc2)cc1,·,12,·,-7,-9,-3.0,-5

# Next section.
compound,PAX8 inh HTS,GSIS activator,EWS-Fli inh,FN deposit inh,DENV2 CPE rescue,F508del corr,miR122 inh
N/C(=N\OC(=O)Cc1ccccc1)c1ccc([N+](=O)[O-])cc1,-30,-4,·,-15,·,·,·
COc1cccc(S(=O)(=O)N(C)C[C@H]2OCc3cnnn3CCCC(=O)N([C@H](C)CO)C[C@H]2C)c1,-3&5,-5,12&-7&2,4&5,?,1.8&1.3&0.9,0
CCN1C(=O)[C@H]2[C@@H](c3ccc(-c4ccc(F)cc4)c(OC)c3)N3CCC[C@@]3(C(=O)OC)[C@H]2C1=O,-7,·,-7,-27,6,0.4,5
COc1ccccc1/C=C/C(=O)OCC(=O)Nc1ccccc1Sc1ccccc1,-15,-1,-5,3,2,0.8,·
Cc1nc2c(-c3ccc(F)cc3)c(C)nn2c(C)c1CCC(=O)NCCN1CCOCC1,8,·,1,-8,-3,-0.2,-1
CCC1CCCCN1C(=O)COC(=O)c1cc(Br)ccc1Cl (stereo not drawn),-4,-9,-10,2,-5,6.2,·
O=S(=O)(c1ccc(N2CCN(S(=O)(=O)c3ccccc3)CC2)nc1)N1CCCC1,-7,5,25,5,1,-7.2,-1
Cc1ccc(CNC(=O)CN2C(C)CCCC2C)cc1 (stereo not drawn),-5,5,-7,-7,1,-2.3,·
CC(C)CC(=O)Nc1ccc(S(=O)(=O)Nc2nccs2)cc1,15,0,5,6,6,-0.9,·
CCCNC(=O)N(C)C[C@@H]1Oc2ncc(C#CC3CCCCC3)cc2C(=O)N([C@@H](C)CO)C[C@H]1C,·,-13,8,-9,-5,-1.3,-8[16.7 µM]
CC1CC(=O)Nc2ccccc2N1S(=O)(=O)c1ccc(Cl)cc1 (stereo not drawn),5,3,1,9,-3,-1.4,·
